Source: PubChem
Menin-MLL TR inh – qHTS Assay for Inhibitors Targeting the Menin-MLL Interaction in MLL Related Leukemias: Competition With Texas Red Labeled MLL-derived Mutant Peptide | Potency, µM (highest dose often 61.6 µM), without a hit: at the highest dose FP activity change, negative = inhibition, hits mostly inhibitors | O00255 | Menin + Texas Red MLL mutant peptide, fluorescence polarization | AID 1768, 2009 | 0.23% of 270,000 active; active = well fitted inhibition curve with a large enough effect in the polarisation, with a control signal flat, not every such curve was filed as active; inconclusive = small, poorly fitted or top-dose-only effect, or effect the other way, or a change in a side signal; inactive = no such curve, though single readings can be large or run the other way; the % refers to the polarisation; also: potency is read from the fitted curve at half-maximal effect; % of control where 0% means no effect; many of its hits are not listed in these tables
Target sequence (O00255 whole entry, looked up): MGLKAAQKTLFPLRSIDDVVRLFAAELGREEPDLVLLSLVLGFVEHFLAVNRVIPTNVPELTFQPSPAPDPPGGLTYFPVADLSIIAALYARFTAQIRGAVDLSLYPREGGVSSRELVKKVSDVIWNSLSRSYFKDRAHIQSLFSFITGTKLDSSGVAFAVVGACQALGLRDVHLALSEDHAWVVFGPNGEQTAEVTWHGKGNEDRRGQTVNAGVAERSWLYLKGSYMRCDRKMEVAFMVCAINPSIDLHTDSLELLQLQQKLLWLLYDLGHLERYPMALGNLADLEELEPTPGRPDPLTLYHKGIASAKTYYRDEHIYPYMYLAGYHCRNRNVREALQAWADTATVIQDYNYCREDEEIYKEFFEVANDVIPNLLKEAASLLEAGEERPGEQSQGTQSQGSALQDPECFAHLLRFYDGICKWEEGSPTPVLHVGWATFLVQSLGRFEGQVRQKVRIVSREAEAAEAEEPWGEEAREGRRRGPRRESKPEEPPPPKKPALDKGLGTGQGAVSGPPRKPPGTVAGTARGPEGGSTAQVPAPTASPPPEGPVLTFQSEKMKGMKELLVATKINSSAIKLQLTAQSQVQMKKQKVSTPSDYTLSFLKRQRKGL
MBNL1 CUG block – qHTS Assay for Inhibitors of MBNL1-poly(CUG) RNA binding; Muscleblind-like protein 1 (Homo sapiens), Q9NR56; TR-FRET MBNL1-His/biotin-(CUG)12 binding, 665/545 ratio; Potency, µM (series often up to 57.5 µM), for the others: at the highest dose activity change, negative = inhibition, usual class: inhibitors; 0.036% of 280,000 active; AID 2675, 2010; active = well fitted inhibition curve with a large enough effect in the signal ratio, with a control signal flat, not every such curve was filed as active; inconclusive = small, poorly fitted or top-dose-only effect, or effect the other way, or a change in a side signal; inactive = no such curve, though single readings can be large or run the other way; the % refers to the signal ratio; also: potency is read from the fitted curve at half-maximal effect; % is scaled to controls: 0 for no effect and ±100 for the full control effect
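Compound titration spanned 92 nM–58 uM against the MBNL1-His/biotin-(CUG)12 complex. After 60 min at room temperature with 5 nM streptavidin-XL665 and 0.055 ng/ul terbium anti-His, ratiometric 665/545 nm emission (Ex 340 nm) normalized to controls.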
NPC1 promoter act – qHTS Assay for NPC1 Promoter Activators. Huh7 NPC1 promoter luciferase reporter, 24 h. Potency, µM (top dose mostly 9.22 µM), for inactives: at the highest dose activation, most hits filed as activators. 2.4% of 320,000 active;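 also: potency is read from the fitted curve at half-maximal effect; % of control where 0% means no effect; nearly all actives have a fitted effect of over 60% in size; reporter is driven by a mutant NPC1 promoter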
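Readout is luciferase luminescence, reflecting NPC1 promoter activation in stably transfected Huh7 cells after 24 h compound exposure at 37 °C in reduced-serum medium with 10% FBS.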
KCNH2 3.1 block – qHTS for Inhibitors of KCHN2 3.1: Mutant qHTS; U2OS KCNH2 3.1, thallium flux FluxOr; active compounds read low; activity change, % (tested at about 1.8 µM); 0.95% of 340,000 active;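 active = maximum activity change below -70%; inconclusive = maximum activity change from -70% to -50%; inactive = maximum activity change above -50%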;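 also: thallium influx rate constant from kinetic fluorescence after stimulation buffer; % is scaled to controls: 0 for no effect and ±100 for the full control effect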
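Virally transduced U2OS (3.1 isoform, 4 h infection in dark at RT) → overnight 37 C → FluxOr + Red40 in HBSS/HEPES, 45 min → stimulation buffer, 2 min kinetic read → rate constant vs DMSO controls.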
RORg inh – qHTS for inhibitors of ROR gamma transcriptional activity; Nuclear receptor ROR-gamma (Mus musculus), P51450; Drosophila S2 Gal4-RORgamma UAS-luciferase reporter, 20 h; Potency, µM (doses to about 53.6 µM), inactives show at the top dose activity change, negative = inhibition, hits mostly inhibitors; 5.4% of 310,000 active; also: potency is read from the fitted curve at half-maximal effect; % is scaled to controls: 0 for no effect and ±100 for the full control effect; nearly all actives have a fitted effect of over 60% in size
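Compounds are pin-transferred onto Drosophila Schneider cells expressing a copper-inducible Gal4–ROR gamma transactivation domain fusion. After 1 hr, copper sulfate is added to 700 uM final; luciferase is read 20 hr later.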
PKM2 activator – qHTS Assay for Activators of Human Muscle isoform 2 Pyruvate Kinase. Pyruvate kinase PKM (Homo sapiens), P14618. purified PKM2, Kinase-Glo ATP luminescence, activation; response scale: 0% is enzyme alone, no compound. Potency, µM (titrated, usually from 57.5 µM), for the others: top-dose activation, usual class: activators. 0.34% of 260,000 active. AID 1631, 2009; also: potency is read from the fitted curve at half-maximal effect; % is scaled to controls: 0 for no effect and ±100 for the full control effect; nearly all actives have a fitted effect of over 55% in size
Target sequence (P14618 whole entry, looked up, canonical isoform): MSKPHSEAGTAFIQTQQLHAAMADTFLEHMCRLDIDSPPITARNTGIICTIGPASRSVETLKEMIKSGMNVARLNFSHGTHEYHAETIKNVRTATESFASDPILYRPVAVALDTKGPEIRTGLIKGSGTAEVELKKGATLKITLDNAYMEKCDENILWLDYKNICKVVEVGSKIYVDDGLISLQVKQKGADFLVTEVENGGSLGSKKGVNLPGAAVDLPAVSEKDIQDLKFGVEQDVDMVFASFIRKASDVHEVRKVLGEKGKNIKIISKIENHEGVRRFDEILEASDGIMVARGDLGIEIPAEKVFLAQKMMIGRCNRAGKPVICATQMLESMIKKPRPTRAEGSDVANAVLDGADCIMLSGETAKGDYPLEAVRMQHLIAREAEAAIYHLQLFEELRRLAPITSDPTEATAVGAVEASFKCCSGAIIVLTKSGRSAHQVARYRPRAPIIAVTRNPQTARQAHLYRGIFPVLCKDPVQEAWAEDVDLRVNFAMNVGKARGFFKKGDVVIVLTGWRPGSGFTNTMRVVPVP
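Purified hPK-M2 (>95% pure) converted ADP (0.1 mM final) to ATP with 0.5 mM PEP in 50 mM imidazole pH7.2, KCl, MgCl2, Tween 20, BSA; 1 h at room temperature. ATP detected by Kinase-Glo luminescence.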
Rab9 promoter act – qHTS Assay for Rab9 Promoter Activators | Potency, µM (doses to about 9.22 µM), inactives show at the highest dose activation, negative = inhibition, hits mostly activators | 2.8% of 320,000 active | Huh7 Rab9 promoter-luciferase reporter, luminescence, 24 h | AID 485297, 2010; also: potency is read from the fitted curve at half-maximal effect; % of control where 0% means no effect; nearly all actives have a fitted effect of over 60% in size
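Luciferase signal after 10 min detection reagent at ambient indicates Rab9 promoter upregulation; stably transfected Huh7 cells were treated 24 h with compound in DMSO at 37 °C, 5% CO2.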
FLuc modulator – qHTS profiling assay for firefly luciferase inhibitor/activator using purifed enzyme and Km concentrations of substrates (counterscreen for miR-21 project) | Luciferin 4-monooxygenase (Photinus pyralis), P08659 | Potency, µM (top dose mostly 57.5 µM), without a hit: at the highest dose activity change, negative = inhibition, most hits filed as inhibitors | 6.9% of 360,000 active | purified FLuc, Km substrates, luminescence inhibition;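 also: potency is read from the fitted curve at half-maximal effect; plate controls were vehicle for no effect and reference inhibitor for full effect; nearly all actives have a fitted effect of over 55% in size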
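Biochemical qHTS of compounds, final roughly 60 µM downward over six points, against 10 nM purified firefly luciferase using Km concentrations of substrates (10 uM D-luciferin, 10 uM ATP) in Tris acetate pH 7.5 buffer; luminescence output.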
ELG1 DNA repair – qHTS screen for small molecules that inhibit ELG1-dependent DNA repair in human embryonic kidney (HEK293T) cells expressing luciferase-tagged ELG1 | 2.3% of 330,000 active | Potency, µM (highest dose often 46.1 µM), for inactives: at the top dose activity change, negative = inhibition, most hits filed as inhibitors | AID 504467, 2011 | HEK293T ELG1-luciferase reporter, luminescence, 16 h; DNA damage induced by 5-fluorouridine; also: potency is read from the fitted curve at half-maximal effect; % is scaled to controls: 0 for no effect and ±100 for the full control effect; nearly all actives have a fitted effect of over 55% in size
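Step one: seed 2,000 cells per well. Step two: pin-transfer compound or DMSO alongside 5-fluorouridine. Step three: incubate 16 hr, 37 °C, 5% CO2. Step four: add ONE-Glo, wait 30 min, read luminescence.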
VP16 counter – VP16 counterscreen qHTS for inhibitors of ROR gamma transcriptional activity | Drosophila S2 Gal4-VP16 UAS-luciferase, luminescence, 20 h | 3.5% of 310,000 active | AID 2546, 2010 | Potency, µM (highest dose often 53.6 µM), without a hit: top-dose activity, negative = inhibition, actives largely listed as inhibitors;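 also: Gal4-VP16 expression switched on by copper sulfate through the metallothionein promoter; potency is read from the fitted curve at half-maximal effect; % is scaled to controls: 0 for no effect and ±100 for the full control effect; nearly all actives have a fitted effect of over 50% in size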
Mito fusion act – qHTS Assay for Small Molecule Inhibitors of Mitochondrial Division or Activators of Mitochondrial Fusion; S. cerevisiae fusion-defective mutant growth rescue, CellTiterGlo 48 h; Potency, µM (series often up to 46.1 µM), inactives show at the highest dose growth rescue (activation), hits mostly activators; 0.23% of 320,000 active; AID 485298, 2010;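 also: potency is read from the fitted curve at half-maximal effect; % of control where 0% means no effect; nearly all actives have a fitted effect of over 45% in size; temperature-sensitive fusion mutants such as fzo1-1 at 37 °C on non-fermentable ethanol glycerol medium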
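Yeast fusion mutant, YPEG (non-fermentable carbon), compound, 48 h at 37C non-permissive; CellTiterGlo added, 10 min RT, luminescence read. Rescued growth = division inhibition.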
Starred values were filed as active, the others as inactive; u = inconclusive; x = not tested or not shown; [ ] = another dose, or the depositor's remark. Unless noted, calls follow the shape of the dose curve; as a rule, active = well fitted curve in the direction sought with a large enough effect; inconclusive = small, poorly fitted or top-dose-only effect, or another doubt; inactive = no such curve, though single readings can be large; an effect the other way counts as inactive or inconclusive. Not all compounds are listed. The share of hits here may be higher or lower than overall.

SMILES	Menin-MLL TR inh	MBNL1 CUG block	NPC1 promoter act	KCNH2 3.1 block	RORg inh	PKM2 activator	Rab9 promoter act	FLuc modulator	ELG1 DNA repair	VP16 counter	Mito fusion act
COc1cc(C(=O)COC(=O)C2CCN(c3ccc(C(F)(F)F)cn3)CC2)ccc1OC(F)F	x	x	6.9%	-78.7*	x	x	-8.1%	-1.2%	14.3%	x	-0.6%
Nc1nc(SCC(=O)Nc2ccccc2Sc2ccccc2)n[nH]1	x	1.4%	1.6%	-1.9	24.0%	3.7%	-5.8%	-0.4%	8.1%	-9.2%	1.2%
CCOC(=O)C1=C(CSc2nc(CC)c(C)cc2C#N)OC(N)=C(C#N)C1c1ccccc1 (stereo unspecified)	-2.3%	21.3%	1.3%	28.6	6.3%	4.3%	6.5%	-0.1%	4.5%	-10.7%	-2.1%
Cc1nc2nc(-c3ccccc3)[nH]n2c(=O)c1C	-8.7%	1.8%	23.9%	-12.8	0.0%	6.7%	u	u	u	11.7%	0.8%
Cn1c(SCc2ccccc2)nc2c1c(=O)[nH]c(=O)n2C	-21.5%	-5.5%	-3.0%	2.8	-12.7%	x	-1.3%	-0.6%	5.3%	5.3%	15.4%
Cc1cc(C)c(NC(=O)CSc2nnc(-c3ccco3)n2N)c(C)c1	-1.3%	0.8%	3.6%	1.1	u	3.4%	7.7%	1.1%[2.3 µM]	-10.5%	1.2%	-1.8%
CCOn1c(=O)c(C)[n+]([O-])c2ccccc21	16.5%	u	-3.3%	-3.0	u	2.9%	-1.5%	3.0%	4.0%	-3.0%	-1.5%
COc1ccc(CCNC(=O)C(=O)c2c(C)n(C)c3ccccc23)cc1OC	x	3.5%	0.5%	13.0	-32.3%	x	-2.8%	3.0%	4.2%	-4.6%	0.6%
CN(NC(=O)c1ccccc1F)c1ccc([N+](=O)[O-])cn1	x	u	1.9%	-37.6	4.5%	-1.7%	-4.2%	1.7%	9.0%	2.8%	1.1%
Cc1cc(NC(=O)CSc2nc(=O)n3cccc(C)c3n2)no1	x	x	-3.6%	-11.2	x	x	-6.0%	0.7%	13.7%	x	-10.9%
CCCOC(=O)c1ccc(Cl)c(NC(=O)c2ccc(-c3ccccc3)cc2)c1	5.0%	-3.0%	u	-10.1	-3.9%	-9.4%	27.6%	u	u	0.0%	1.0%
COC(=O)CN1C(=O)[C@H]2[C@@H](C3CC3)N3C(=O)CN(Cc4ccccn4)C(=O)[C@@]3(Cc3ccccc3)[C@H]2C1=O	12.0%	-8.3%	0.2%	8.5	8.8%	-9.5%	1.3%	-2.1%	26.6%	-0.6%	2.3%
CN(CC(=O)Nc1ccc(Cl)cc1)C(=O)c1ccc(NS(=O)(=O)c2ccc3[nH]c(=O)[nH]c3c2)cc1	x	x	-0.5%	10.8	x	x	-7.2%	-1.5%	7.2%	x	-1.5%
O=C(N1CCN(c2ccccc2)CC1)C(F)(F)C(F)(F)F	8.1%	-3.9%	-0.2%	17.6	9.9%	-0.8%	5.1%	-0.4%	-0.6%	2.8%	-0.3%
Cc1cc(C(=O)CSc2nn(-c3ccccc3)c(=S)s2)c(C)n1Cc1ccco1	8.3%	33.6%[activator]	1.1%	-14.0	3.4%	-0.5%	10.7%	-11.4%	4.1%	-0.1%	2.7%
COc1ccc(/C=C2\CCCc3c2nc2ccc(C)cc2c3C(=O)O)cc1O	x	-2.3%	-1.8%	2.4	-17.2%	-6.7%	-2.1%	u	-9.0%	4.5%	0.1%
CC1(C(=O)NC23CC4CC(CC(C4)C2)C3)CC1(Cl)Cl (stereo unspecified)	15.4%	6.2%	13.0%	-0.6	-29.6%	-4.5%	9.8%	11.6%	-0.9%	-19.4%	5.5%
COc1cc(CCC(=O)OCC(=O)NCc2ccc(Cl)cc2)cc(OC)c1OC	-13.7%	0.6%	1.4%	-12.7	14.4%	4.0%	-12.7%	-1.0%	9.5%	-9.6%	5.4%
N#CC1=C(SCc2ccccc2Cl)NC(=O)C(C(N)=O)C1 (stereo unspecified)	-5.1%	-2.1%	7.9%	0.0	6.7%	3.5%	4.7%	1.5%	-7.0%	-2.1%	-9.5%
CCCCn1c(SCC2CCCCO2)nc2cc(S(N)(=O)=O)ccc21 (stereo unspecified)	-5.0%	-6.4%	0.9%	1.4	-1.9%	2.0%	3.7%	-3.8%	u	8.1%	-0.2%
CCn1c(N2CCN(CC(=O)c3c(C)n(C)c4ccccc34)CC2)nc2c1c(=O)[nH]c(=O)n2C	-17.5%[11.7 µM]	19.3%	-2.4%	-9.9	17.2%	1.3%	-0.6%	6.7%	u	2.5%	-1.6%
CCC1CCCCN1S(=O)(=O)c1ccccc1[N+](=O)[O-] (stereo unspecified)	3.8%	13.0%	-1.4%	33.3	1.0%	-0.4%	-7.6%	-0.9%	15.8%	1.5%	-2.5%
CCCCCC(=O)Nc1cccc(C2=NOC3(C2)C[C@@H](C(N)=O)N(C(=O)c2cc([N+](=O)[O-])cc([N+](=O)[O-])c2)C3)c1 (stereo partly specified)	x	u	-8.4%	5.6	6.4%	4.6%	0.0%	u	-1.8%	2.0%	-1.3%
Cc1ccc(N/N=C(\C#N)C(=N)N2CCOCC2)cc1	5.9%	x	u	10.8	u	4.0%	u	u	u	0.8%	-2.2%
Cc1ccc(OC(=O)c2cncc(Br)c2)c(C)c1	2.2%	-4.1%	-2.1%	4.8	-23.0%[1.91 µM]	-13.8%	-0.2%	u	1.9%	-5.0%	-0.4%
SMILES	Menin-MLL TR inh	MBNL1 CUG block	NPC1 promoter act	KCNH2 3.1 block	RORg inh	PKM2 activator	Rab9 promoter act	FLuc modulator	ELG1 DNA repair	VP16 counter	Mito fusion act
CCCCS(=O)(=O)N1CCCC(C(=O)NCCc2ccccc2)C1 (stereo unspecified)	6.2%	-2.9%	-6.5%	1.4	0.8%	-1.1%[11.5 µM]	1.9%	-3.1%	1.6%	-1.2%	1.3%
Cc1c(OCC(=O)N(C)c2ccccc2)ccc2c3c(c(=O)oc12)CCC3	-23.7%	2.1%	19.5%	-5.4	22.2%	x	5.7%	-9.5%	u	25.9%	u
Cc1cc(Sc2nnc(N)s2)c2ccccc2n1	x	17.6%	-0.8%	-77.8*	7.94µM*	u	-19.1%	-1.8%	0.0%	11.2µM*	-5.0%
C[C@@H](NC(=O)/C(C#N)=C/c1ccc(O)c(O)c1)c1ccccc1	6.0%	x	-12.8%[46.1 µM]	18.9	u	x	-35.7%[inhibitor][46.1 µM]	2.4%	0.4%	u	u
CCOc1ccc(Cn2c(C)nc([N+](=O)[O-])c2SCC(O)CCl)cc1[N+](=O)[O-] (stereo unspecified)	3.4%	u	-0.3%	0.9	14.5%	5.8%	-2.5%	3.3%	-4.8%	15.1%	-0.6%
CSC(=S)NCc1cccnc1	0.3%	3.9%	-23.4%	4.1	-7.0%	-2.1%	-21.4%	-1.6%	-3.2%	27.2%	2.9%
CCn1c(/C(C#N)=C(\O)CCc2ccccc2)nc2ccccc21	-6.5%	-3.9%	-0.2%	-2.7	-39.6%	8.9%	0.6%	-1.6%	21.0%	u	3.7%
COc1ccc(C2=CC(c3c(C)nn(-c4ccccc4)c3Cl)n3nnnc3N2)cc1OC (stereo unspecified)	-10.3%	29.0%	-1.0%	-4.8	-2.7%	0.5%	-3.8%	4.2%	u	9.1%	-4.9%
N#Cc1cc2ccccc2nc1SCC(=O)NC1CC1	-1.7%	4.7%	-3.2%	-2.4	2.2%	3.4%	-4.3%	-1.2%	u	-4.4%	7.9%
CCOC(=O)CC1(NC(=O)C2CCC(=O)N(Cc3ccccc3OC)C2)CCCCC1 (stereo unspecified)	x	-3.0%	11.1%	-5.8	-9.2%	-0.2%	-1.7%	-1.3%	u	-0.1%	1.9%
COc1cccc(/C=C/C(=O)Nc2ccc3c(c2)OCCO3)c1OC	u	10.4%	0.398µM*	-6.7	1.12µM*	0.4%	0.398µM*	0.757µM*	u	u	3.7%
